KLF5 inh: suppresses KLF5 promoter-driven expression. DLD-1 KLF5 promoter-luciferase reporter, luminescence. inhibition, % at 5 µM. hit rate 0.23% among 290,000;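 active means inhibition above a per-plate limit of that plate's mean compound inhibition plus 3 SD, cut at about 60% in these data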;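 further: 0% = DMSO wells and 100% = LY294002 at 200 µM; higher means less KLF5 promoter-driven luciferase light; inactives centre near -14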
Platelet DG rel: platelet dense granule release activity. human platelet-rich plasma, SFLLRN dense granule ATP release, luminescence. inhibition, %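 (compounds screened at 7.5 µM in platelet-rich plasma)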. hit rate 0.22% among 300,000. AID 1663;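 active means mean replicate score, as percent of positive control, at or above 50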
AI-2 QS modul: modulates the Vibrio harveyi AI-2 quorum sensing system; activity change, % at 7.5 µM; hit rate 0.4% among 300,000; Vibrio harveyi JMH597 AI-2 luminescence/OD600 ratio, 9 h; hits give low values; strain lacks LuxN and CqsS sensors; 0 = neutral-control median; AID 2094; in the data active means activity change below about -75%, passing the limit was not always enough;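 further: luminescence divided by OD600 gain over 9 h not by final OD600 alone; inactives centre near 13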
HIF activator: HIF pathway transcriptional activation; U2OS HRE-luciferase reporter, luminescence; normalized: DMSO 0%, desferrioxamine 100%; activation, % at 7.5 µM (by protocol); hit rate 0.32% among 300,000; AID 1910;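 active means mean activation of at least 10% of the iron chelator positive control signal, with at least half of replicates also reaching 10%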
aSyn 5UTR inh: MLPCN primary screen, SNCA 5' untranslated region; inhibition, % (tested at 7.5 µM); AID 1813; hit rate 0.82% among 300,000; alpha-synuclein 5'UTR reporter, inhibitor activity; in the data active means inhibition above about 60%;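 further: H4 neuroglioblastoma cells stably carrying SNCA 5'UTR luciferase fusion; 0% = DMSO wells and 100% = positive control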
HSF1 activator: increases HSF-1 driven luciferase reporter signal; NIH3T3-HGL HSF-1 luciferase reporter, MG132, 8 h; 100% = twice DMSO control signal; activation, % at 9 µM; hit rate 1.7% among 300,000;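 active means mean replicate activation of at least 50% with a set share of replicates each reaching 50%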;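 further: 0% = median of the neutral control wells and 100% = twice that signal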
IEC-6 tox: IEC-6 cytotoxicity, counter-screen for KLF5 inhibitors; AID 1825; inhibition, % at 5 µM; luminescence viability; hit rate 0.78% among 290,000; in the data active means inhibition above about 22%;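 further: 0% = plate median of test compound wells and 100% = cytotoxic reference compound wells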
HSF1 inh: HSF1 inhibition; NIH3T3-HGL HSE-luciferase, MG132-induced, luminescence 8 h; hits give low values; activity change, negative = inhibition, % at 7.5 µM (by protocol); hit rate 0.77% among 300,000; AID 2098;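 active means more than half of replicate wells show activity change below -50%, luminescence cut by over half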;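 further: luciferase reports HSF-1 transcriptional activity via heat shock element; 0% = median of DMSO wells and -100% = zero luminescence signal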
SKKanGAS inh: blocks kanamycin growth of S. pyogenes SKKanGAS strain. BacTiter-Glo, 6 h. inhibition, % at 7.5 µM. hit rate 1.3% among 300,000;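 active means mean replicate score, as percent of positive control median, at least 50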;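 further: strain carries kanamycin resistance gene driven by streptokinase promoter and grows in 40 µg/ml kanamycin; loss of luminescence reflects streptokinase promoter inhibition or plain growth inhibition; 0% = median of DMSO wells and 100% = positive control at its reference dose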
HSP90 inh: HSP90 refolding inhibition in rabbit reticulocyte lysate; inhibition, % at 5.6 µM; luciferase refolding luminescence, 3 h; hit rate 0.91% among 290,000;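 active means inhibition above the screen-wide mean plus 3 SD, computed separately per campaign, cut at about 16% in these data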;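 further: 0% = DMSO wells and 100% = 60 µM geldanamycin wells; inhibitors lower the luminescence because luciferase stays unfolded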
* = called active by the depositor; x = no result given.

SMILES	KLF5 inh	Platelet DG rel	AI-2 QS modul	HIF activator	aSyn 5UTR inh	HSF1 activator	IEC-6 tox	HSF1 inh	SKKanGAS inh	HSP90 inh
Fc1ccc(NC(=S)NCCc2ccccn2)cc1	-30	-8	22	0.3	-12	15	0	12	-11	-1
CCOc1cc(N2CCOCC2)c(OCC)cc1NC(=O)c1ccccc1	-7	5	18	0.3	7	4	-1	6	-6	-2
COc1ccc(CNC(=O)c2cc(-n3cnnc3)ccc2Cl)cc1	4	0	3	-0.1	18	4	-1	-2	-5	-2
COCCN(C(=O)CSc1nc2ccc(C)cc2[nH]1)c1c(N)n(Cc2ccccc2)c(=O)[nH]c1=O	-19	4	17	0.5	8	-3	-2	4	-4	0
CC(=O)Nc1ccc(S(=O)(=O)NCC(=O)OCC(=O)NC(=O)C2CCCCC2)cc1	-9	1	11	-0.2	5	4	-11	-7	-4	0
O=C(Cc1ccccc1)N/N=C/c1cccc([N+](=O)[O-])c1	-4	-7	-13	0.4	-15	11	-3	6	-11	0
O=[N+]([O-])c1ccc(-c2csc(N/N=C/c3cccnc3)n2)cc1	5	16	14	-2.5	-18	26	-4	11	-4	-6
COc1ccccc1C(=O)NC(=O)COC(=O)CCOc1ccc(C)cc1	x	-3	21	-2.1	12	18	x	1	-8	x
CC(C)(C)N(NC(=O)OCc1ccccc1)C(=O)c1ccccc1	-18	1	29	-1.2	14	-5	-1	0	3	1
CCOCCCNCC(=O)Nc1ccc(OC(F)(F)F)cc1	-20	3	18	-0.7	23	-45	0	-27	-1	0
COc1ccc(/C=N/NC(=O)CSCC(=O)Nc2ccccc2)cc1OC	-27	1	-4	0.0	0	-17	-2	-5	-1	-4
COC(=O)c1ccc(C(=O)OC)c(NC(=O)COC(=O)CCOc2ccc(C)cc2)c1	x	-9	-3	-0.5	-6	5	x	-2	-12	x
CCOC(=O)C1(CC2CC2)CCN(Cc2ccc(OC)cc2F)CC1	1	1	19	0.0	2	-4	0	-4	6	3
NNc1nc(-c2ccccc2)c2cc(Br)ccc2n1	-15	19	19	-0.8	22	-10	4	0	65*	3
Cc1ccc2nc(N3CCC(C(=O)O)CC3)nc(-c3ccccc3)c2c1	-9	5	1	-0.3	12	-1	-6	6	2	-1
Cc1ccc(CSc2nnc(SCC(=O)N/N=C/c3ccc(C(=O)O)cc3)s2)cc1	-5	-1	17	-1.8	70*	2	2	6	0	13
O=C(NC1CC1)C1CCC(=O)N1C1CCCC1 (stereo unspecified)	-6	-7	24	-0.6	17	-8	10	-3	0	4
O=C(Nc1cccc(S(=O)(=O)NC2=NCCCCC2)c1)c1cc(-c2ccco2)nc2ccccc12	11	12	28	0.1	8	8	7	2	-1	10
CC(C)Oc1ccc(N2C(=O)c3ccccc3C2=O)cc1	-70	-4	15	0.0	-9	58*	1	8	4	3
COc1ccc(C(=O)Nn2c(CCC(=O)O)ccc2-c2ccc(C)cc2)cc1OC	-25	4	11	-0.1	10	8	-4	6	7	-8

2 compounds picked at random from those above:
SMILES	KLF5 inh	Platelet DG rel	AI-2 QS modul	HIF activator	aSyn 5UTR inh	HSF1 activator	IEC-6 tox	HSF1 inh	SKKanGAS inh	HSP90 inh
COc1ccc(C(=O)Nn2c(CCC(=O)O)ccc2-c2ccc(C)cc2)cc1OC	-25	4	11	-0.1	10	8	-4	6	7	-8
COC(=O)c1ccc(C(=O)OC)c(NC(=O)COC(=O)CCOc2ccc(C)cc2)c1	x	-9	-3	-0.5	-6	5	x	-2	-12	x

Continuation:
SMILES	KLF5 inh	Platelet DG rel	AI-2 QS modul	HIF activator	aSyn 5UTR inh	HSF1 activator	IEC-6 tox	HSF1 inh	SKKanGAS inh	HSP90 inh
COC(=O)C1(Cc2cc(-c3ccccc3)no2)CCN(C(=O)OC(C)(C)C)CC1	-20	2	4	1.9	-82	16	9	6	0	-1
CCOc1ccc(S(=O)(=O)NCCC(=O)OCC(=O)c2ccc[nH]2)cc1	-6	-7	7	-1.1	3	6	2	9	-23	-4
CCNC(=S)N/N=C/c1ccc(F)cc1	-19	8	21	1.1	5	-5	-1	12	-10	-1
Cn1c(=O)c2c(nc(CN3CCN(c4ccccc4)CC3)n2Cc2c(F)cccc2Cl)n(C)c1=O	-13	1	-3	-0.1	-15	5	3	5	6	-1
CCC(CC)C(=O)Nc1cccc(-c2ccc3nncn3n2)c1	-26	10	17	0.3	24	-12	0	0	0	-4
NC(=O)c1cc2ccccc2o/c1=N/NC(=O)c1cccs1	-32	4	7	2.4	-63	17	-3	5	-6	-1
CC1=Nc2ccccc2/C1=C/c1sc(=N)n(-c2nccs2)c1O	-34	-38	20	0.0	63*	-15	27*	-21	98*	3
COc1ccc(C(C(=O)NC2CCCCC2)N(C(=O)c2ccco2)c2ccccc2C(C)=O)cc1 (stereo unspecified)	-21	-12	19	-26	-3	12	0	13	0	4
COCCCn1c(-c2ccc(Cl)cc2)n[nH]c1=S	-6	1	10	-2.3	-4	23	2	2	0	0
C=CCNc1nc2ccccc2nc1NS(=O)(=O)c1cccc(C)c1	-10	-4	2	-4.9	23	-3	-4	-3	17	1
CCO/C(C)=C1\C(=O)N(CC)c2ccccc21	-6	3	16	0.1	7	4	1	-2	-8	1
COC(=O)C1CSC(C(=O)OC)N1C(=O)CN1CC(C)OC(C)C1 (stereo unspecified)	18	-3	4	0.3	9	9	2	-11	0	-1
O=C(CCc1nnc2ccc(NCCCN3CCCC3=O)nn12)NCc1ccccc1Cl	12	-3	14	-0.2	-4	-6	7	0	-2	1
CCCC(=O)Nc1ccc2c(c1)c1ccccc1n2CC	-43	0	23	0.8	14	15	5	7	4	-4
Cc1cc(C(=O)COC(=O)C2=COCCO2)c(C)n1-c1ccc2c(c1)OCO2	-7	-4	15	3.8	-134	5	-3	0	-5	-7
Cc1ccc(/C=N/n2c(-c3ccco3)n[nH]c2=S)s1	-8	14	14	1.1	-5	-8	4	-3	1	0
COCCn1c(=S)[nH]c2sc3c(c2c1=O)CCC(C)C3 (stereo unspecified)	-5	-10	21	-0.2	-22	-4	2	-1	3	0
CCCN1CCN(CCCNC(=S)Nc2ccc(F)cc2)CC1	-12	-4	5	-0.1	0	-6	2	-1	-2	6
O=S(=O)(Nc1cccc(S(=O)(=O)N2CCCCCC2)c1)c1ccccc1	0	5	12	-0.1	2	4	4	6	-14	3
CCOc1ccccc1NC(=O)c1nc(-c2ccccc2)oc1C	5	-4	27	-0.2	-33	0	0	-2	-7	-3
CC(C)COC(=O)NCC12C=CC(O1)C1C(=O)N(c3ccc(Cl)cc3)C(=O)C12 (stereo unspecified)	4	8	15	0.3	3	48	-1	35	6	1
O=[N+]([O-])c1ccccc1/C=N\Nc1nccs1	-19	-9	x	-0.7	-51	78*	-7	40	-1	4
C=CCC1(CC=C)CCCN1C(=O)c1cc(COc2ccc(-n3cncn3)cc2)on1	16	7	13	0.6	-8	13	23*	-2	-3	5
COCCn1c(-c2ccc(OC)c(OC)c2)nc2ccccc21	-33	-4	20	0.5	-18	4	-2	2	-1	-2
CCN(CCNC(=O)C1CCN(S(=O)(=O)CC)CC1)c1ccccc1	-7	-3	-1	-0.1	13	22	1	9	-12	3
CC(C)CCNC(=O)C(c1ccco1)N(CC1CCCO1)C(=O)Cn1nnc2ccccc21 (stereo unspecified)	-1	3	5	0.0	-15	-20	-1	-5	-3	0
COc1ccc(NC(=O)Nc2ccccc2C(N)=O)cc1OC	5	6	19	0.1	18	-5	-4	0	x	-2
Nc1c(C(=O)Nn2cnnc2)cc([N+](=O)[O-])cc1[N+](=O)[O-]	-35	8	2	0.3	-12	-17	-2	-7	0	-1
CCOC(=O)CN1C(=O)N(CC(=O)OCC)C(c2ccccc2)(c2ccccc2)C1=O	-14	2	x	1.1	10	7	-2	-10	-2	-5
CNS(=O)(=O)c1ccc(NC(=O)Nc2ccc3c(c2)OCO3)cc1	-200	3	24	3.3	-64	28	-1	1	11	-4
O=C(NNc1ccc([N+](=O)[O-])cc1[N+](=O)[O-])C1C2CCCCC21 (stereo unspecified)	-23	-2	13	0.0	-13	23	-9	3	-1	-4
CC1=C(C(=O)Nc2ccccc2C(=O)N2CCCCC2)SCCO1	4	-12	20	0.0	4	0	-2	-4	9	-2
CN1N=C2c3ccccc3CCC2C1c1ccc(Cl)cc1 (stereo unspecified)	3	8	11	1.8	-101	-30	11	-34	-5	23*
O=C(NCc1ccc(F)cc1)c1cnc2n(c1=O)CCS2	-16	10	6	-0.1	23	4	-5	-8	3	-4
O=C(Nc1ccc(Cl)cc1)N1CCCC1	-10	-9	24	0.0	-38	6	0	-4	2	-5
O=C(CCN1CCC(c2ccccc2)C1)c1ccccc1 (stereo unspecified)	2	-4	22	0.2	-6	7	-4	3	-3	3
COc1cccc(CNC(=O)c2nnn(CC(=O)Nc3ccc(Br)cc3)c2N)c1	0	-7	20	-0.6	86*	-14	34*	-11	-1	-2
Cc1cccc(NC(=O)C2CC(=O)OC23CCCCC3)c1 (stereo unspecified)	-26	-3	16	-0.3	-5	-48	7	-30	-3	3
COC(=O)c1cn(-c2ccc(F)cc2)c(=O)c2ccccc12	1	-2	12	-0.3	25	-10	-5	-8	5	2
N#Cc1c(NC(=O)CSCC(=O)O)sc2c1CCCC2	-14	-2	6	-0.4	-17	-8	4	-7	14	8
N=C1C(c2ccccc2)=C(O)CN1CCO	-3	1	15	0.1	-5	6	-4	8	2	1
CCCn1c(C)cc(C(=O)COc2ccc(S(=O)(=O)N(CC)CC)cc2[N+](=O)[O-])c1C	-11	9	10	0.6	10	3	1	6	-6	5
Cc1ccc(-n2c(SCC(=O)NCC3CCCO3)nnc2-c2ccoc2C)cc1 (stereo unspecified)	0	7	4	-1.2	18	4	-8	-9	-6	-2
CCOCCCNC(=S)N(CCO)Cc1cc2cc3c(cc2[nH]c1=O)OCCO3	-18	8	3	0.3	-15	-51	6	-35	4	2
O=C(OC(C(=O)NC1CCCC1)c1ccncc1)C1=Cc2ccccc2OC1 (stereo unspecified)	12	-1	7	0.8	-12	-57	-5	-47	-12	1
COC(=O)CSc1snnc1-c1ccc(F)cc1	-33	-1	32	0.0	2	-9	-1	2	8	-6
CCOc1ccc2nc3c(cc2c1)CN(CCOC)C(=NC)S3	-60	-1	11	1.6	-3	26	-2	8	-7	1
CC(=O)c1c(C)nc2ccc(Br)cc2c1-c1ccccc1	-13	5	4	-0.2	8	-13	-3	-3	35	0
COc1ccc(C(=O)CN(C(=O)c2ccc(Cl)cc2)N2C(=O)c3ccccc3C2=O)cc1	-18	3	14	0.2	-3	-3	-1	-1	-1	0
CN1CCN(CCCNC(=O)Nc2cccc3ccccc23)CC1	-10	-2	8	-0.2	10	-12	4	3	1	2
(list continues)
SMILES	KLF5 inh	Platelet DG rel	AI-2 QS modul	HIF activator	aSyn 5UTR inh	HSF1 activator	IEC-6 tox	HSF1 inh	SKKanGAS inh	HSP90 inh
Cn1c(=O)c([N+](=O)[O-])c(-n2cnc3ccccc32)c2ccccc21	0	-3	13	0.2	28	-3	4	4	0	10
O=C(CSc1oc(-c2ccco2)nc1S(=O)(=O)c1ccc(F)cc1)NCC1CCCO1 (stereo unspecified)	5	-6	23	-0.1	11	-10	2	-6	-2	3
N#Cc1ccc(Oc2ccc(-c3nc4ccccc4nc3-c3ccccc3)cc2)cc1C#N	16	-3	5	-0.5	23	28	-2	6	27	0
N#Cc1ccc(CN2CCN(C(=O)Cn3nc(C(N)=O)c4ccccc4c3=O)CC2)cc1	-4	-3	x	-0.4	16	-7	0	-7	-2	1
Cc1[nH]c(=O)[nH]c(=O)c1S(=O)(=O)N1CCCCC1	9	1	34	-1.2	10	3	-8	3	-3	3

Compound activity from PubChem BioAssay.
